# C8 TRAIL sens – caspase-8 TRAIL sensitization; NB7+C8 cells + TRAIL, ATPlite viability luminescence; inhibition (viability loss, TRAIL sensitization), % at 10 µM; hit rate 1% among 360,000; AID 624354;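 active = compounds causing at least 50% loss of cell viability in the single-dose screen, relative to plate controls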
# COUP-TFII inh – NR2F2 (human) inhibition, primary screen; hit rate 0.7% among 370,000; inhibition, % at 8.6 µM; P24468; HEK293T NGFI-A luciferase reporter, luminescence;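 active = inhibition above a per-plate cutoff, mean inhibition of test wells between control levels plus 3 SD, cut at about 38% in these data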;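 note: cells cotransfected with COUP-TFII expression vector driving the NGFI-A reporter; 0% = median of COUP-TF2 test wells and 100% = reporter-only cells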
# NCOA3 inh – human NCOA3 inhibition. HEK293 GAL4-SRC3 luciferase reporter, luminescence. Q9Y6Q9. AID 588352. inhibition, % at 3.6 µM. hit rate 0.17% among 360,000;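 active = inhibition above a per-campaign cutoff, the mean of all compounds plus 3 SD, cut at about 60% in these data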;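 note: 0% = DMSO-treated cells and 100% = gossypol-treated cells at 36 µM; higher means less SRC3-driven luciferase light from the GAL4 reporter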
# SRC2 inh – human SRC2 (NCOA2) inhibition; hit rate 0.17% among 370,000; HEK293 GAL4-SRC2 luciferase reporter, luminescence; inhibition, % at 9 µM; Q15596;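 active = inhibition above the mean inhibition of all tested compounds plus 3 SD, set per campaign, cut at about 52% in these data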;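 note: 0% = DMSO treated cells and 100% = cells given Gossypol at 36 µM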
# TWEAK-Fn14 inh – inhibitors of TWEAK-Fn14 interaction signaling | TWEAK-stimulated Fn14 reporter cells, luciferase luminescence, 8 h | inhibition, % at 10 µM | hit rate 2% among 360,000; in the data active = inhibition above about 50%
# LRH-1 inv ag – NR5A2 inverse agonism in reporter assay. hit rate 0.13% among 360,000. O00482. HEK293T StAR-luciferase reporter, LRH-1 transfected, 24 h. inhibition, % at 3.6 µM;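 active = inhibition above the mean inhibition of all tested compounds plus 3 SD, cut at about 73% in these data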;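 note: 0% = DMSO wells and 100% = reporter-only cells lacking LRH-1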
# LMP1 NFkB inh – Epstein-Barr LMP1 NF-kappaB reporter inhibition; AID 504558; LMP1-induced NF-kappaB luciferase reporter cells, luminescence; hit rate 0.69% among 350,000; inhibition, % at 12.5 µM; in the data active = inhibition above about 41%;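 note: 0% = neutral control wells and 100% = reference inhibitor control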
# TROY signal inh – blocks TROY-dependent signaling in reporter cells; Q293 LMP1-TROYcd NF-kB luciferase reporter, 4 h; inhibition, % at 10 µM; hit rate 0.98% among 360,000; AID 1347056;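 active = compounds whose plate-normalised and pattern-corrected inhibition of the luciferase reporter signal at the single screening dose is 50% or more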
# KKLEB tox – counter-screen for CF NF-kB inhibitors: cytotoxicity | activity change (cytotoxicity), % at 5 µM | hit rate 0.36% among 360,000 | AID 602141 | KKLEB CF airway cells viability, ATPlite luminescence, overnight; hits give low values; cells stimulated with P. aeruginosa culture filtrate;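 active = corrected activity change at or below -50% at 5 µM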
# NCOA1 inh – inhibits human SRC1 coactivator | Q15788 | HEK293 GAL4-SRC1 luciferase reporter, luminescence | hit rate 0.12% among 360,000 | inhibition, % at 3.6 µM;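 active = inhibition above the campaign mean plus 3 SD, with each screening campaign given its own cutoff, cut at about 60% in these data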;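 note: 0% = DMSO treated cells and 100% = gossypol at 36 µM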
# CF NFkB block – inhibitors of cystic fibrosis induced NF-kB. hit rate 0.86% among 360,000. inhibition, % at 5 µM. KKLEB NF-kB-GFP reporter, PAF-induced, GFP fluorescence overnight;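 active = at least 50% inhibition at 5 µM, scaled per plate between neutral and stimulator controls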;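 note: PAF is a Pseudomonas aeruginosa culture filtrate used as stimulus; plate controls were PAF-stimulated DMSO wells for no effect and unstimulated DMSO wells for full effect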
# * = called active by the depositor; / = no result given.
SMILES,C8 TRAIL sens,COUP-TFII inh,NCOA3 inh,SRC2 inh,TWEAK-Fn14 inh,LRH-1 inv ag,LMP1 NFkB inh,TROY signal inh,KKLEB tox,NCOA1 inh,CF NFkB block
CC(=O)c1c(N2CCCCC2)nc(=O)n(-c2ccccc2)c1C,-17,-21,7,6,-1,-37,2,1,8,2,5
O=C(CCCn1c(=O)[nH]c2cc(Cl)ccc2c1=O)NCCCN1CCN(c2ccc(F)cc2)CC1,1,-16,11,7,14,18,2,14,-6,-7,-25
COC(=O)C(C)Sc1nnc(Cc2cc(=O)[nH]c(=O)[nH]2)n1-c1ccc(OC)cc1 (centres undefined),-1,5,3,-21,-23,-6,5,-3,8,-4,-21
Cc1ccc(C)c(Nc2ncnc(N)c2[N+](=O)[O-])c1,-9,10,-6,13,-13,-2,-1,-10,5,11,-3
CN(CC(=O)NCCc1ccc(S(N)(=O)=O)cc1)CC(=O)Nc1ccccc1C(F)(F)F,-4,-10,12,-39,-15,-5,-1,-13,25,8,-15
O=S(=O)(Cc1ccccc1)c1cnc2ccccc2n1,-12,-10,13,15,22,14,7,2,-17,-10,9
CSc1ccc(-c2nc(CSCC(=O)NCCCN3CCOCC3)c(C)o2)cc1,7,10,-1,-3,6,-14,23,-13,-7,-20,-3
CCn1c(COc2ccccc2C)nnc1SCC(=O)Nc1cc(C)on1,2,27,-32,-13,-8,19,-2,-5,-11,6,8
CC1CCCC(C)N1C(=O)CSc1nnnn1C1CCCC1 (centres undefined),3,1,-35,-58,1,-12,-10,-35,3,-24,2
COC(=O)Cc1ccc(NC(=O)c2ccc(NC(=O)c3ccco3)cc2)cc1,-16,4,6,-3,0,-6,1,-9,9,1,-6
O=S1(=O)C=CC(Nc2cccc(Cl)c2)C1 (centres undefined),-14,-20,24,12,-1,5,3,-14,-21,-13,12
COc1cccc(-n2c(SCC(=O)NC3CCCCC3)nc3n[nH]c(C)c3c2=N)c1,5,-21,11,-17,31,4,5,16,-7,-20,-2
O=S(=O)(NCc1ccccc1)NCc1ccccc1,6,16,13,-15,6,5,-11,3,-4,0,15
O=C(NC1CCN(Cc2ccccc2)C1)c1cccc(S(=O)(=O)N2CCOCC2)c1 (centres undefined),-16,-1,-19,11,0,-13,-9,-13,5,4,-14
COc1cccc(CN2CCC2(C)C(=O)NCCc2ccccn2)c1OC (centres undefined),0,-5,-5,-5,9,-6,/,0,-7,5,1
CC(C)c1cccc(C2=CC(=O)C[C@H](c3ccc(F)cc3)C2)c1,4,-7,-1,0,-2,-2,4,-16,-20,-8,12
Cc1cc(C)c(NC(=O)CN2C(=O)NC3(CCCc4ccccc43)C2=O)c(Cl)c1 (centres undefined),5,-1,0,-14,-1,-5,2,-6,-15,22,-10
Cc1ccc(-c2nnn(CC(=O)N(CCCO)C(C(=O)NC3CCCC3)c3ccc(Cl)cc3)n2)o1 (centres undefined),-7,-3,-20,-3,8,-6,5,-1,3,3,-14
Nc1ncnc2nc(SCC(=O)Nc3ccccc3F)[nH]c12,2,-14,-5,-19,-20,-9,-3,-6,9,-8,1
CSc1nn2c(C(F)(F)F)cc(C(F)(F)F)nc2c1C(=O)O,12,25,26,-17,-4,6,4,-10,-3,11,-5
Cc1cc(-c2nnc3n2N=C(c2ccc(-c4ccccc4)cc2)CS3)n[nH]1,13,-17,-16,-21,12,16,10,21,9,-2,-29
S=c1[nH]nc(COc2cccc(Cl)c2)n1Cc1ccccc1,1,-6,-14,-11,10,3,0,-11,7,-9,-5
O=C(Nc1ccccc1-c1ccccc1)NC1CC2CCCC(C1)N2Cc1ccc(F)cc1 (centres undefined),4,3,9,18,17,0,0,1,16,13,-2
O=C(C1=NN[C@@H]2C(=O)N(c3cccc(F)c3)C(=O)[C@H]12)c1ccc2ccccc2n1,3,-6,-4,15,5,6,-10,-24,2,-16,-22
COc1ccc(C2CC(c3cc(Br)ccc3F)n3nnnc3N2)cc1 (centres undefined),1,-6,7,12,12,1,-3,-28,5,6,0
CC1=NN(c2nc(N)nc(/C(C#N)=C/c3ccc([N+](=O)[O-])o3)n2)C(C)(C)C1,79*,9,-7,29,71*,9,0,-1,-69*,-50,-6
c1ccc(-c2ncc(CSc3nncn3-c3ccccc3)s2)cc1,13,-4,4,-10,3,-20,-15,-4,9,-15,-19
Cc1cc[n+]2n1CC(O)C2 (centres undefined),1,-3,-27,-29,40,-21,-2,0,2,-12,5
Cc1c(Cl)cccc1NC(=O)CNc1cccc(S(=O)(=O)N(C)C)c1,4,-1,0,3,4,-10,-6,-19,-6,-1,13
COc1ccc(S(=O)(=O)N2CCOCC2)cc1NC(=O)c1c(-c2ccccc2)noc1C,-10,-2,13,-9,-2,20,-3,2,-7,2,-3
COc1cccc(C2Nc3ccccc3NC3=C2C(=O)CC(C)(C)C3)c1 (centres undefined),-17,0,-5,16,-4,13,-22,19,-1,-28,-4
Nc1ccccc1Sc1c[nH]c2ccccc12,7,-3,-22,-12,-12,-21,-19,-32,7,-5,-17
COc1ccccc1C(=O)N1CCN(C(=O)c2oc3c(C)c(C)ccc3c2C)CC1,-6,14,18,11,0,-9,25,13,-8,1,9
Cc1cccc(NC(=O)c2ccc3c(c2)OCCO3)n1,38,/,-101,/,34,-126,6,-34,-13,-93,-27
O=C(c1ccc(F)cc1)C1CCN(S(=O)(=O)c2ccccc2)CC1,3,0,18,3,10,16,-5,-2,-8,-10,21
COC(=O)c1cccc(-n2c(C)cc(C=O)c2C)c1C,-11,-7,-6,-37,-10,-8,-13,-53,0,-44,8
CCc1ccc(C2=NN(S(C)(=O)=O)C(c3cccs3)C2)cc1 (centres undefined),10,-40,-88,-52,34,-154,-48,-19,-6,-106,-9
O=C(CN1C(=O)CCC1=O)NCC12CC3CC(CC(C3)C1)C2,8,1,10,6,-6,28,-15,16,0,-3,-22
Cc1ccc(-c2nnn(CC(=O)NCc3ccccc3)n2)c(-n2cnnn2)c1,-14,-1,7,-19,-10,3,0,10,-2,-13,17
Cc1ccc(OCC(=O)N/N=C/C=C/c2ccco2)cc1,-2,2,-9,7,-8,-18,-8,6,3,-13,-19
CCC(=O)N(CCN1CCOCC1)Cc1cc2cc3c(cc2nc1Cl)OCO3,-5,-4,-18,-2,2,9,9,-55,8,-3,-28
CCn1c(COc2cccc(C)c2C)nnc1SCC(=O)N1CCN(c2ccc(OC)cc2)CC1,5,2,20,20,20,0,11,41,-1,4,-10
Cn1c(CSc2nc3ccccc3n2C)nc2ccccc21,15,-6,-4,-27,0,-37,-11,-20,-9,-37,6
COc1ccc(CN2CCCC(N3CCN(c4ccc(OC)cc4)CC3)C2)cc1 (centres undefined),7,-7,-1,-38,-5,9,1,-17,-8,-24,-15
CCOc1ccc(C(=O)N2CCN(c3ccccc3)CC2)cc1OCC,19,-15,1,2,-3,-24,-28,-13,-3,-6,21
CCOc1ccc(NC(=O)CSc2nc(=O)n(CCCN3CCOCC3)c3c2CCC3)cc1,1,5,2,-18,-18,12,1,-6,1,0,10
COc1ccc(N(CC(=O)Nc2cccc(C)c2C)S(=O)(=O)c2c(C)[nH]c(=O)[nH]c2=O)cc1,12,20,-3,-51,6,-11,-9,9,8,3,-5
C(CNC1C2CC3CC(C2)CC1C3)CN1CCOCC1 (centres undefined),6,-4,29,-12,2,2,-4,-8,-8,9,3
O=S(=O)(c1cccc2nsnc12)N1CCN(c2ccccc2F)CC1,0,3,13,-32,-33,3,-3,-4,2,-4,-1
O=C(COC(=O)c1ccc(F)c(S(=O)(=O)N2CCOCC2)c1)NC1CC1,-1,2,-7,16,2,-9,-1,-11,-6,-7,28

# A second format for part of the listing above:
structure: COc1cccc(C2Nc3ccccc3NC3=C2C(=O)CC(C)(C)C3)c1 (centres undefined)
  C8 TRAIL sens: -17
  COUP-TFII inh: 0
  NCOA3 inh: -5
  SRC2 inh: 16
  TWEAK-Fn14 inh: -4
  LRH-1 inv ag: 13
  LMP1 NFkB inh: -22
  TROY signal inh: 19
  KKLEB tox: -1
  NCOA1 inh: -28
  CF NFkB block: -4
structure: CC(C)c1cccc(C2=CC(=O)C[C@H](c3ccc(F)cc3)C2)c1
  C8 TRAIL sens: 4
  COUP-TFII inh: -7
  NCOA3 inh: -1
  SRC2 inh: 0
  TWEAK-Fn14 inh: -2
  LRH-1 inv ag: -2
  LMP1 NFkB inh: 4
  TROY signal inh: -16
  KKLEB tox: -20
  NCOA1 inh: -8
  CF NFkB block: 12

# Carrying on.
SMILES,C8 TRAIL sens,COUP-TFII inh,NCOA3 inh,SRC2 inh,TWEAK-Fn14 inh,LRH-1 inv ag,LMP1 NFkB inh,TROY signal inh,KKLEB tox,NCOA1 inh,CF NFkB block
CNC(=O)c1nc[nH]c1C(=O)NC,-14,-22,2,-44,-14,12,-2,5,0,-23,-12
Cc1ccc(S(=O)(=O)N(CCCc2c(C)nc[nH]c2=O)c2ccccc2)cc1,12,12,-2,-6,0,-3,-13,7,-8,-26,-13
Cc1cc(C(F)(F)F)nn1CC(=O)NNC(=S)NCC(C)C,10,1,10,2,-1,-4,5,15,9,-6,13
CCC(=O)Nc1sc2c(c1C(N)=O)CCC2,3,-4,3,12,16,16,-5,3,-3,17,19
O=C(NCC1CCCO1)c1ccc2c(c1)N(Cc1ccccc1)CCS2 (centres undefined),12,-11,11,1,-8,-16,1,-26,-10,-12,-4
Cc1cc2nnc(SCC(=O)NCc3cccs3)n2c(N)n1,7,8,17,7,17,-36,3,-2,-5,2,-16
COc1ccc(OC)c(NC(=O)CSc2ccc(-c3ccco3)nn2)c1,-7,1,8,-4,12,-1,-7,8,-1,-5,7
CCc1cc2c3c([nH]c2cc1S(=O)(=O)NCCCOC)CC(C)(C)CC3=O,-21,14,1,16,19,7,-3,-6,-5,-9,-33
Cc1ccc(C(=O)O)cc1NC(=O)c1cccs1,-10,-6,-11,-8,6,-2,-3,-8,13,-10,4
Cn1cc(Br)c(C(=O)Nc2c(F)c(F)c(F)c(F)c2F)n1,-2,4,14,15,5,-2,3,8,-3,-14,13
CCn1cc(CN2CCC(Oc3ccc(C(=O)N4CCCCC4)cc3)CC2)cn1,-5,8,12,20,5,9,-2,-7,-9,3,2
Cc1ccc(-n2c(C)nc3oc4ccccc4c(=O)c3c2=O)cc1,9,-25,-72,-68,-2,-100,-50,-16,1,-58,-11
CN(CC(=O)NC(=O)NCc1ccccc1)Cc1ccc(Cl)cc1,-3,4,30,-8,11,18,-4,7,-6,7,4
O=C(Nc1ccc(N2CCCC2)cc1)c1cccc(F)c1,12,-47,-56,-85,-65,-112,-7,-24,2,-134,-1
Cc1nc2cc(NC(=O)CCS(=O)(=O)c3ccccc3)ccc2s1,12,-27,-74,-50,35,-118,-15,-40,-5,-108,4
COc1cccc(NC(=O)c2csc3c2CCCC3)c1,9,-30,-60,-40,-18,-104,-37,-27,-5,-75,-15
COC(=O)c1ccc(/C=C2/SC(=S)N(CCCC(=O)Nc3ccccn3)C2=O)cc1,-1,10,13,4,9,4,23,28,-11,-4,19
CCSc1nc(N2CCCCC2)c2c(c1C#N)CCCC2,2,-6,9,12,94*,21,-3,/,-12,6,32
CC(C)(C)N(Cc1ccccc1)C(=O)COC(=O)Cn1cnc2ccccc2c1=O,-3,-8,17,-2,1,-10,-4,-7,1,-11,-16
Nn1c(SCC(=O)NC2CCCCC2)nnc1-c1ccccc1,-10,7,15,-12,-5,6,0,4,-2,8,-6

# Screens from PubChem BioAssay.
